T cell HTS = modulates CD8 T cell binding to vesicles; 330,000 tested, 0.068% active; 2C CD8+ T cell-vesicle binding, flow cytometry; hits give low values; calls only at 7 µM;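 active = response, share of CD8 T cells binding vesicles, and their 90th percentile fluorescence all below set limits, cut at about 80% in these data, passing the limit was not always enough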
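material = purified 2C TCR transgenic mouse naive CD8+ T cells | controls = Unloaded micro-vesicles (low), QL9 vesicles with 0.7% DMSO (high) | detection = cytometric PE anti-B7-1 and Alexa647 anti-CD8 signals after 1% paraformaldehyde fixation | incubation = binding step 1.5 h, 37 °C, antibody labelling 20 min, ice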
RSV antiviral HEp-2 = inhibition of RSV-induced cytopathic effect – HEp-2 cells, primary 10 µM value included (AID 2391); HEp-2 cells, RSV-induced CPE inhibition; higher % means a stronger effect; one-dose CPE inhibition, % at 10 µM; IC50 in µM for titrated hits; 310,000 tested, 0.13% active; in the data active = a potency from the dose series; also: strong numbers were not always called active
MgcRacGAP inhibition = MgcRacGAP GTPase-activating activity inhibitors, confirmation, biochemical, ADP Hunter fluorescence; MgcRacGAP-stimulated Rac1 GTP hydrolysis, ADP Hunter fluorescence; higher % means a stronger effect; GST-tagged Rac1 F28L mutant substrate; inhibition, % at 30 µM; hits with a dose series show IC50 in µM; 340,000 tested, 0.6% active; AID 624330;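 active = first-screen hits whose inhibition reached a set limit at any dose in the follow-up dose series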;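 also: fluorescence reports GDP produced by GAP-driven GTP hydrolysis; strong numbers were not always called active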
Myeloid diff MLP = myeloid differentiation induction; calls only at 10 µM; ER-HoxA9 myeloid progenitors, lysozyme-GFP differentiation, flow cytometry; 360,000 tested, 1% active;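 active = normalized GFP-positive differentiation at or above the plate's own cutoff, the solvent-only control mean plus 3 SD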;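 also: cells exposed to compound for four days before flow analysis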
Salmonella PhoP GFP = inhibitors of PhoP regulon expression, primary screen, Salmonella Typhimurium, GFP reporter (AID 1863); one-dose inhibition, % at 50 µM; IC50 in µM for titrated hits; S. Typhimurium PhoP-regulated promoter GFP reporter, 4 h; higher % means a stronger effect; 300,000 tested, 0.16% active;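 active = inhibition over 29.93%, a cutoff 3 SD above the screen mean, later confirmed by dose response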;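 also: 0% = low Mg2+ inducing control and 100% = high Mg2+ repressing control; strong numbers were not always called active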
NTR1 ag = agonists of NTR1, primary screen, imaging, U2OS cells, beta-arrestin-GFP, high content (AID 493036) | P30989 | NTR1-U2OS beta-arrestin-GFP spot imaging, agonist mode | activation, % at 20 µM | 330,000 tested, 0.17% active;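 active = activation at or above 40% of the spot to cytoplasm intensity ratio, with at least 20 cells analyzed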;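 also: 0% = DMSO without peptide and 100% = 100 nM NTR1 peptide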
Target sequence (P30989 whole entry, looked up): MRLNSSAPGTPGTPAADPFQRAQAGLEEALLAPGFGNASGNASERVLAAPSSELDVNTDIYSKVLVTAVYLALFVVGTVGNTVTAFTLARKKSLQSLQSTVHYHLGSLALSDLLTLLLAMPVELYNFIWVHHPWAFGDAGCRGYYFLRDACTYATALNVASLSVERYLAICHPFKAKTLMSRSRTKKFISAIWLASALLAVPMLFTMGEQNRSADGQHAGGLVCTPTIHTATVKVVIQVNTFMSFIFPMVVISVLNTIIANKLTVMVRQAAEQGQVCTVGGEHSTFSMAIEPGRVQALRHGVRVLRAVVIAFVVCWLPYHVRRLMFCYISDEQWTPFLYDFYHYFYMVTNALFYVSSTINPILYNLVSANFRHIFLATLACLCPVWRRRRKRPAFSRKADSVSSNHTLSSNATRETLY
UTI89 phage lysis = protection from phage-mediated lysis, alamar blue read-out – E. coli UTI89, K1F phage, bacterial capsule biogenesis inhibitors (AID 488966). 340,000 tested, 0.02% active. inhibition, % at 100 µM; hits with a dose series show IC50 in µM. E. coli UTI89 K1F phage lysis, alamar blue, 2 h; higher % means a stronger effect;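 active = phage lysis inhibition, versus mean bacterial control, above a set limit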;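 also: capsule biogenesis inhibitors block K1F phage lysis so surviving cells raise fluorescence; higher fluorescence means more inhibition of phage lysis; actives were called in the ten point dose series up to 300 µM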
TNAP activation fold = human TNAP enzyme activators, primary screen, biochemical, luminescent, no phosphate acceptor, uHTS (AID 1001); 200,000 tested, 0.03% active; activation fold at 20 µM; hits with a dose series show EC50 in µM; purified TNAP, luminescent activation assay, no phosphate acceptor; higher activation fold means a stronger effect; in the data active = activation fold from about 3, or a potency from the dose series; inactive = the rest, 99 in 100 with activation fold below about 1.6; also: many of its hits are not listed in these tables
SV40 large T antigen = TAg ATPase/helicase activity blockers – biochemical (AID 1903) | SV40 large T antigen ATPase/helicase inhibition assay; higher % means a stronger effect | inhibition, % at 20 µM, or IC50 in µM where a hit was titrated | 310,000 tested, 0.39% active; in the data active = a potency from the dose series; also: strong numbers were not always called active
T cell HTS vesicle-bound % = recorded beside T cell HTS, whose call it bears; double positive events, %; measured here: CD8+ vesicle-bound cell fraction;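 binding gate set so that unloaded-vesicle control wells show 10% double positive cells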
NTR1 ag cell count 20 µM = recorded beside NTR1 ag, whose call it bears; cell count; measured here: cell count, cytotoxicity flag
Myeloid diff MLP GFP+ MAC1+ % = also measured in Myeloid diff MLP; calls as there; GFP+ MAC1+ double positive, %; measured here: differentiation confirmed by MAC1 staining
* marks the source's active call; other numbers are inactive results; i = inactive; . = not tested or not shown; [ ] = another dose, or the depositor's remark.

SMILES	T cell HTS	T cell HTS vesicle-bound %	RSV antiviral HEp-2	MgcRacGAP inhibition	Myeloid diff MLP	Myeloid diff MLP GFP+ MAC1+ %	Salmonella PhoP GFP	NTR1 ag	NTR1 ag cell count 20 µM	UTI89 phage lysis	TNAP activation fold	SV40 large T antigen
O=C(NC(=S)Nc1ccccn1)c1cc(-c2ccccc2)nc2ccccc12	i	50	10%	7%	i	0.5	3%	2.7	80	0.2%	1	22%
CCc1ccc(N2CCN(C(=O)c3ccc(OC)c(OC)c3)CC2)cc1	i	63	6.3%	4%	i	3.4	0%	3.9	59	-1.5%	1.1	19%
Cc1ccc(-c2nn(C)c(=O)c3ccccc23)cc1S(=O)(=O)NCCN(C)C	i	42	-1.6%	5%	i	0.2	.	-0.7	80	-0.2%	1	.
CCc1nc2ccccc2c(C(=O)Nc2cccc(C)c2)c1C	i	16	0.3%	8%	i	0.8	-1%	-1.3	75	0.8%	.	10%
COc1ccc(N=C(NN)c2ccc3ccccc3n2)cc1	i	47	4.8%	17%	i	0.6	5%	1.5	39	6.0%	1.1	15%
CC(C)N(C(=O)CN1CCN(C(=O)C2COc3ccccc3O2)CC1)C(C)C (centres undefined)	i	31	1.4%	4%	i	0.2	.	2.9	97	0.8%[50 µM]	.	.
CCOc1[nH]n(-c2ccc(Cl)cc2)c(=O)c1C=Nc1ccc(Cl)cc1	i	42	1.0%	1%	i	1.0	8%	0.5	63	0.0%	1	9%
CCc1c(O)nc(SCC(=O)Nc2ccccc2)n(-c2ccccc2)c1=O	i	20	1.5%	9%	i	4.7	3%	-1.0	48	0.6%	1.2	15%
CN1CCN(Cc2ccc(Sc3ccc(Cl)cc3)c([N+](=O)[O-])c2)CC1	i	33	20%	8%	i	0.6	7%	8.0	44	1.5%	1	-3%
Cc1onc(-c2ccccc2)c1C(=O)OCC(=O)Nc1ccccc1	.	.	.	-7%	i	0.2	.	0.2	62	0.2%[50 µM]	.	.
Cc1ccc(C)c(-c2csc(Nc3ncccn3)n2)c1	i	23	-0.2%	12%	i	0.2	-3%	-0.3	57	0.0%	.	-4%
O=C(O)Cn1nnnc1SCC(=O)Nc1ccccc1F	i	47	-1.4%	-3%	i	0.5	-1%	2.0	53	0.3%	1.1	4%
COc1ccc([C@@H]2CC=C(C(=O)O)[C@H](c3ccc(F)cc3)N2S(=O)(=O)c2ccc(C)cc2)cc1OC	i	28	2.1%	5%	i	0.8	-8%	16	90	-0.4%	.	20%
CCN(CCn1cccn1)Cc1c(C(=O)N2CCCCCCC2)nc2ccc(Cl)cn12	i	21	1.1%	6%	i	0.7	-5%	-1.1	100	0.1%	1	1%
O=C(CSc1nnc(SCc2cccc3ccccc23)s1)Nc1ccc(C(=O)O)cc1	i	48	1.2%	8%	i	0.0	4%	0.0	43	-1.4%	1.1	10%
COc1ccc(Br)cc1C(=O)Nc1ccc(C(=O)O)cc1	i	26	0.7%	6%	i	0.2	0%	0.2	50	-0.2%	1.1	14%
CCOc1ncccc1C(=O)OCC(=O)N1CCc2ccccc21	i	48	1.7%	1%	i	0.5	1%	-1.2	71	0.8%	1.1	2%
Nc1cccnc1S(=O)(=O)c1ccccc1	i	14	-0.6%	11%	i	0.4	8%	-0.6	54	0.1%	.	6%
Cc1c(C(=N)C(C#N)C#N)c(=N)oc2c1ccc1ccccc12	i	45	-0.1%	8%	i	1.5	7%	2.9	83	0.1%	.	4%
CCn1cc(S(=O)(=O)NC(C)c2cc(OC)ccc2OC)cn1 (centres undefined)	i	10	0.7%	-2%	i	1.9	-2%	0.2	65	0.1%	.	16%
C/C(CC(=O)Nc1ccc(F)cc1)=N\NC(=O)COc1ccccc1	i	26	0.1%	1%	i	0.2	-8%	0.3	46	-0.4%	1.1	11%
COc1ccc(-n2cc(CNCCN3CCOC3=O)c(-c3ccccc3Cl)n2)cc1	i	29	-1.9%	11%	i	0.2	-5%	-0.6	53	0.4%	.	25%
COCCN(C(=O)Cc1ccc(OC)c(OC)c1)c1nc(-c2cc(OC)ccc2OC)cs1	i	54	4.2%	-7%	i	2.1	4%	0.9	49	-2.0%	.	14%
CCN(CC)c1ccc(NC(=O)Nc2cccc3ccccc23)cc1	i	17	0.8%	2%	i	0.1	3%	0.0	98	-0.2%	.	6%
Cc1cc(C(F)F)nn1CC(=O)NC1CCCC1	i	17	1.2%	7%	i	0.7	-2%	0.5	59	0.1%	.	11%
CN(c1ccccc1)S(=O)(=O)c1cccc(NC(=O)CSc2n[nH]c(N)n2)c1	i	27	6.5%	-13%	i	1.5	-1%	0.4	52	-0.2%	.	7%
COc1cc(Cl)ccc1OCc1cc(C(=O)N2C[C@@H]3CCC[C@H]2C3)no1	i	60	2.8%	9%	i	2.5	-2%	-0.3	62	0.5%	.	20%
COc1cccc(C=O)c1OCCN1C(=O)c2ccccc2C1=O	i	52	4.1%	6%	i	0.2	-1%	-0.4	55	-0.1%	.	12%
Cc1ccc(-n2cccn2)c(CN2CCCC(CNC(=O)c3ccc(F)cc3)C2)c1 (centres undefined)	i	25	3.1%	7%	i	0.2	-3%	0.4	42	0.2%	1.1	-5%
CC(Nc1nc(N2CCOCC2)nc2ccccc12)c1ccccc1 (centres undefined)	i	39	-0.8%	-6%	i	0.5	7%	2.2	57	-0.2%	1	9%

Complete entries from above. Order of screens: T cell HTS	T cell HTS vesicle-bound %	RSV antiviral HEp-2	MgcRacGAP inhibition	Myeloid diff MLP	Myeloid diff MLP GFP+ MAC1+ %	Salmonella PhoP GFP	NTR1 ag	NTR1 ag cell count 20 µM	UTI89 phage lysis	TNAP activation fold	SV40 large T antigen
Results for COc1ccc(-n2cc(CNCCN3CCOC3=O)c(-c3ccccc3Cl)n2)cc1 → i	29	-1.9%	11%	i	0.2	-5%	-0.6	53	0.4%	.	25%
Results for COc1cccc(C=O)c1OCCN1C(=O)c2ccccc2C1=O → i	52	4.1%	6%	i	0.2	-1%	-0.4	55	-0.1%	.	12%
Results for COc1cc(Cl)ccc1OCc1cc(C(=O)N2C[C@@H]3CCC[C@H]2C3)no1 → i	60	2.8%	9%	i	2.5	-2%	-0.3	62	0.5%	.	20%

(listing goes on)
SMILES	T cell HTS	T cell HTS vesicle-bound %	RSV antiviral HEp-2	MgcRacGAP inhibition	Myeloid diff MLP	Myeloid diff MLP GFP+ MAC1+ %	Salmonella PhoP GFP	NTR1 ag	NTR1 ag cell count 20 µM	UTI89 phage lysis	TNAP activation fold	SV40 large T antigen
O=C(NCC1CCCO1)c1cccc(Oc2ccc([N+](=O)[O-])cc2Cl)c1 (centres undefined)	i	56	11%	16%	i	0.2	0%	-2.1	63	-0.3%	1	11%
O=C(CN(Cc1ccco1)C(=O)CCC(=O)Nc1ccccn1)NCCc1ccccc1	i	54	0.9%	5%	i	0.6	18%	-0.4	66	0.0%	1	0%
NNc1cc(C(=O)O)ccc1Cl	i	16	0.3%	15%	i	0.1	-11%	1.9	64	0.0%	.	15%
c1csc(CSc2nc3ccccc3s2)c1	i	67	1.7%	18%	i	5.2	3%	1.8	52	0.1%	1.1	18%
CC(Oc1ccccc1)C(=O)N1CCN(c2ccc(N3CCCCCC3)nn2)CC1 (centres undefined)	i	53	-1.0%	2%	i	0.6	-8%	0.0	71	0.5%[50 µM]	.	27%
O=C1/C(=C/c2cccc(O)c2)SC(=S)N1CC1CCCO1 (centres undefined)	i	40	0.4%	14%	i	0.0	.	9.4	73	0.1%	.	8%
CCC(=O)Nc1ccc(NC(=O)CCc2ccccc2)cn1	i	59	0.4%	10%	i	0.5	1%	1.3	57	-0.2%	.	9%
CCC1CN(C(=O)NCc2cccc(OC)c2)c2cc(Cl)ccc2O1 (centres undefined)	i	30	3.9%	6%	i	0.5	1%	4.6	89	0.8%[50 µM]	.	2%
O=C(Nc1cc(Cl)ccn1)C1CCN(S(=O)(=O)c2cccs2)CC1	i	29	-0.1%	8%	i	0.4	-2%	-0.7	84	0.1%	1.1	16%
CCOc1ccc2nc(C)cc(Nc3cccc([N+](=O)[O-])c3)c2c1	i	45	4.0%	8%	i	3.2	-1%	19	54	-0.5%	1	12%
O=C(O)c1ccccc1-c1ncc(-c2ccccc2)o1	i	40	1.8%	1%	i	0.4	.	-0.4	44	-0.5%	.	16%
Cc1ccc(S(=O)(=O)NNC(=O)CCC(=O)Nc2ccc(C)c(C)c2)cc1	i	25	2.2%	6%	i	0.6	-9%	0.0	54	0.0%	1	12%
COc1ccc(C)cc1S(=O)(=O)N(CC(=O)Nc1cccc([N+](=O)[O-])c1)c1ccccc1	i	41	2.6%	4%	i	1.2	-6%	1.9	42	-0.7%	1.1	5%
CC1CCc2c(C(=O)NCc3ccccn3)csc2C1 (centres undefined)	i	24	4.3%	4%	i	0.5	-7%	1.3	69	3.5%[50 µM]	1	-2%
Cc1cc(N2C(=O)C(=O)/C(=C(/O)c3ccccc3)C2c2cccc(Br)c2)no1 (centres undefined)	i	19	1.2%	4%	i	0.5	.	4.5	56	0.0%	.	24%
C/C(CC(=O)NC1CCCCC1)=N\NC(=O)c1ccccn1	i	61	1.5%	4%	i	1.1	.	-0.6	104	0.4%	1	.
CCCCCCC(C)OC(=O)Nc1cccc2ccccc12 (centres undefined)	i	62	11%	7%	i	0.3	-4%	3.0	73	0.2%	.	9%
COC(=O)CSc1nnc(CNc2nc(-c3ccccc3)cs2)n1C	i	59	1.1%	8%	i	1.0	-7%	-0.5	80	-0.2%	1.1	11%
CS(=O)(=O)c1ccc2nc(NC(=O)CCNC(=O)c3ccc(Cl)cc3)sc2c1	.	.	.	2%	i	0.7	.	-1.1	62	0.0%[50 µM]	.	.
COc1cc(C2C(N3C(=O)c4ccccc4C3=O)C(=O)N2c2ccc(C)c(C)c2)cc(OC)c1OC (centres undefined)	i	37	-0.6%	-18%	i	0.2	-3%	.	.	0.2%	1.1	1%
COc1cc(/C=C/C(=O)O[C@H]2[C@H](O[C@@H]3O[C@@H](C)[C@H](O)[C@@H](O)[C@H]3O)[C@@H](O)[C@H](OCCc3ccc(O)c(OC)c3)O[C@@H]2CO)ccc1O	i	5	.	28%	i	2.0	.	-0.2	46	-1.9%	.	.
COc1ccc(NC(=O)c2cc(S(=O)(=O)N3CCCC3)oc2C)cc1	i	33	.	3%	i	0.8	-6%	1.0	37	-0.4%	.	3%
CC(=O)c1cc(C#N)c(Oc2ccc(Cl)cc2Cl)nc1C	i	21	-0.6%	0%	i	0.5	.	-1.5	41	0.1%	.	.
O=C1C2C(c3ccccc3)C=CC(c3ccccc3)C2C(=O)N1c1ccccn1 (centres undefined)	i	6	1.5%	-10%	i	1.2	-10%	-1.2	61	6.9%	1	10%
Cc1ccsc1C1C(C#N)=C(N)OC2=C1C(=O)CCC2 (centres undefined)	i	37	2.3%	-7%	i	0.2	9%	1.6	69	0.2%	1	15%

Random draw from the library; any-hit rate near 2.3%.
